MC4R antagonist: MC4R antagonists of cAMP signaling, primary screen, cell-based, TR-FRET, antagonist arm of biased-ligand search; MC4R-expressing cells, MTII-stimulated cAMP, LANCE TR-FRET; inhibition, % at 6.5 µM; 0.48% of 360,000 active; AID 540295, 2011; Melanocortin receptor 4 (Homo sapiens), P32245;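 active means inhibition above its plate's cutoff, the mean of tested wells on that plate plus 3 SD, cut at about 29% in these data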;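 further: 0% = Melanotan II alone and 100% = Melanotan II plus saturating MCL0020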
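Material: human MC4R-expressing U2OS cells. Probe or stimulus: Melanotan II challenge. Dosing: 6.5 µM single dose. Times: 30-min compound, 1-h challenge, 1-h detection, room temperature. Technique: TR-FRET with Eu-cAMP and labeled anti-cAMP, 671 nm. Replication: singlicate.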
ABCB6 inh MLPCN: ABCB6 transporter inhibitors, primary screen, K562-ABCB6 cells, flow cytometry, MLPCN library | fluorescence ratio to DMSO, % at 10 µM | ATP-binding cassette sub-family B member 6 (Homo sapiens), Q9NP58 | AID 602162, 2011 | 0.19% of 360,000 active | K562-ABCB6 porphyrin accumulation, 1 h; hits give low values;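 active means fluorescence ratio to DMSO below 75%, the collection mean minus 3 SD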;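 further: signal is porphyrin accumulated inside mitochondria; 100% equals median channel fluorescence of DMSO control wells; lower ratio means ABCB6 inhibition with less porphyrin fluorescence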
MC4R barr agon: MC4R agonists recruiting beta-arrestin, primary screen, cell-based, luminescence, agonist arm of biased-ligand search; Melanocortin receptor 4 (Homo sapiens), P32245; activation, % at 8.9 µM; U2OS MC4R beta-arrestin complementation; percent of melanotan II response, DMSO zero; AID 540308, 2011; 0.98% of 360,000 active;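 active means activation above a per-plate cutoff, the mean activation of sample wells on that plate plus 3 SD, cut at about 8% in these data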
ABHD5-PLIN5 inh: ABHD5-PLIN5 interaction inhibitors, primary screen, cell lysate, split luciferase complementation, luminescence; Perilipin-5 (Homo sapiens) + 1-acylglycerol-3-phosphate O-acyltransferase ABHD5 (Homo …; Split G. princeps luciferase complementation, 4 h; inhibition, % at 4 µM; 0.78% of 360,000 active; AID 602281, 2012;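 active means inhibition above the mean inhibition across every tested compound plus 3 SD, cut at about 22% in these data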;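 further: 0% = DMSO only wells and the 100% control is not disclosed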
TLR9-MyD88 inh: inhibitors of TLR9-MyD88 association in cells, primary screen, cell-based, CHO, BLA complementation, fluorescence; Toll-like receptor 9 (Homo sapiens) + Myeloid differentiation primary response protein …; CCF4 FRET ratio; inhibition, % at 4.98 µM; 0.21% of 340,000 active;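 active means inhibition above the mean over all tested compounds plus 3 SD, cut at about 21% in these data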;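 further: 0% = DMSO only wells and 100% = clavulanate BLA inhibitor control wells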
Target sequence (Q99836 whole entry, looked up): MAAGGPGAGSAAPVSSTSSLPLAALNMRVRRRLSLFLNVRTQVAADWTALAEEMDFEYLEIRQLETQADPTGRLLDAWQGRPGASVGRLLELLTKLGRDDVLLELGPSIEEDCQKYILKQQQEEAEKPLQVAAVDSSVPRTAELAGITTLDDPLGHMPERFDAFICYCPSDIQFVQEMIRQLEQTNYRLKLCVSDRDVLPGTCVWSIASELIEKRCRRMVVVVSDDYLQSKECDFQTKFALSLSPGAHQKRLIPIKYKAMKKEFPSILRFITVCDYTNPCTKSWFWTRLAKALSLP
Target sequence (Q9NR96 whole entry, looked up): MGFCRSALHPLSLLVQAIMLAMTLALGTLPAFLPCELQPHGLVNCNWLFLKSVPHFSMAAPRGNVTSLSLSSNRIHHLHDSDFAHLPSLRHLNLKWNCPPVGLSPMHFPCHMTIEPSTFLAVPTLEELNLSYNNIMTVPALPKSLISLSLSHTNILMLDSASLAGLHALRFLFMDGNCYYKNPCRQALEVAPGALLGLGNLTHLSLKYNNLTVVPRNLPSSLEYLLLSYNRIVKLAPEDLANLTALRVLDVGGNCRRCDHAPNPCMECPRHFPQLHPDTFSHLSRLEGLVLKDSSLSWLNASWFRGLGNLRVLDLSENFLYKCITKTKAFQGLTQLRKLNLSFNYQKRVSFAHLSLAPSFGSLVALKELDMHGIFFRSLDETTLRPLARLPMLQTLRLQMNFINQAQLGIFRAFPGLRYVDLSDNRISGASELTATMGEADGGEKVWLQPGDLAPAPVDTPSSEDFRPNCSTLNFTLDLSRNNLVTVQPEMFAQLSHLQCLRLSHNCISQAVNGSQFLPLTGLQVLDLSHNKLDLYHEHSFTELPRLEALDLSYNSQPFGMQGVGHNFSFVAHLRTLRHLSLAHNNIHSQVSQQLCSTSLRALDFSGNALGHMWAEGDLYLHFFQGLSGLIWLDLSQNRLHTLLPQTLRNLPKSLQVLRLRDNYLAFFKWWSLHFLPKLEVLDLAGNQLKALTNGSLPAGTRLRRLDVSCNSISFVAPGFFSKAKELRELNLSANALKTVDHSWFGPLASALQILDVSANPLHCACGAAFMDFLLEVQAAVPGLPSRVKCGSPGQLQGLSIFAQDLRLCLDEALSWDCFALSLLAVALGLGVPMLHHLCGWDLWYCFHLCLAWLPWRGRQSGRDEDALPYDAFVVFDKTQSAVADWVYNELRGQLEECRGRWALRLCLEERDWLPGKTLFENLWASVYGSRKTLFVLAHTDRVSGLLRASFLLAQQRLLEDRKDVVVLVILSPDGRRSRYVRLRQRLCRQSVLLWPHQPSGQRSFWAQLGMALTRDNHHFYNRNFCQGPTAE
NOD2-RIPK2 inh: NOD2-RIPK2 binding disruptors in cells, primary screen, fluorescence, CHO cells, BLA complementation; Receptor-interacting serine/threonine-protein kinase 2 (Homo sapiens), O43353; CCF4 ratio; inhibition, % at 4.98 µM; 0.38% of 360,000 active; AID 624267, 2012; in the data active means inhibition above about 21%;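 further: 0% = vehicle only and 100% = reference blocker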
HTR2A ag: mouse Htr2a agonists via beta-arrestin recruitment, primary screen, cell-based, luminescence; 5-hydroxytryptamine receptor 2A (Mus musculus), P35363; 0.66% of 360,000 active; CHO-K1 mHTR2A beta-arrestin complementation; percent of 30 µM serotonin response; AID 624169, 2012; activation, % at 7.6 µM;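 active means activation above a run cutoff, the mean activation of all tested compounds plus 3 SD, cut at about 14% in these data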;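 further: 0% = plate median of compound wells and 100% = 30 µM serotonin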
Glyco luc inh: increase of ERlucT glycosylation luciferase signal, primary screen, N-linked glycosylation inhibitor project, D54 ERlucT cells, luminescence, set 2. D54 ERlucT glycosylation luciferase reporter, 24 h; percent of 100 nM tunicamycin response. reporter increase, % at 12.5 µM. 0.23% of 360,000 active. AID 588692, 2011;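 active means mean luciferase reporter signal, scaled so untreated is 0 and the glycosylation-blocking control 100, at or above a set limit in every replicate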;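 further: luciferase carries N-glycosylation sites so blocking glycosylation raises the light; 0% = median of neutral control wells and 100% = median of 100 nM tunicamycin wells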
SRC2 inh: inhibition of GAL4-SRC2 driven luciferase reporter, primary screen, SRC2 inhibitor project, cell-based, luminescence; 0.17% of 370,000 active; Nuclear receptor coactivator 2 (Homo sapiens), Q15596; AID 651957, 2012; inhibition, % at 9 µM; HEK293 GAL4-SRC2 luciferase reporter;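 active means inhibition above the mean inhibition of all tested compounds plus 3 SD, set per campaign, cut at about 52% in these data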;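 further: 0% = DMSO treated cells and 100% = cells given Gossypol at 36 µM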
H9c2 protect: cardioprotection against H2O2-induced cell death, primary screen, uHTS, H9c2 cells, ATPLite luminescence | protection from H2O2 cell death, % at 20 µM | H9c2 cardiomyocytes, H2O2 injury protection, 2 h | 0.63% of 360,000 active;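 active means compounds giving at least 50% protection of heart cells from peroxide-induced death in the single-dose screen, raw or plate-pattern-corrected value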;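 further: 0% = DMSO wells with peroxide and 100% = DMSO wells without peroxide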
Active calls of the source: *; nt = no result given.

SMILES | MC4R antagonist | ABCB6 inh MLPCN | MC4R barr agon | ABHD5-PLIN5 inh | TLR9-MyD88 inh | NOD2-RIPK2 inh | HTR2A ag | Glyco luc inh | SRC2 inh | H9c2 protect
CC(C)(C)NS(=O)(=O)c1ccc(CCC(=O)Nc2ccc3c(c2)OCO3)cc1 | -7 | 95 | 1.1 | 4 | -1 | -5 | -6 | 1 | -5 | -4
CCOC(=O)C1C(=O)C=C(c2ccc(Br)cc2)CC1c1ccco1 (centres undefined) | -5 | 97 | 0.0 | 4 | -4 | 5 | 1 | 0 | 19 | 15
CC(C)(C)OC(=O)NCCCCCNC(=O)c1[nH]cnc1C(=O)Nc1nccs1 | 4 | 91 | -1.0 | -8 | -1 | 3 | 2 | 2 | -8 | 29
COC(=O)C1=CN(c2ccc(Oc3ccccc3)cc2)C(N)=C(C#N)C1c1cccc(OC)c1OC (centres undefined) | nt | nt | nt | -12 | nt | -10 | -2 | nt | 13 | nt
COc1ccsc1NC(=O)OCc1ccc(Cl)cc1 | -4 | 93 | 2.4 | -9 | -7 | 0 | 4 | -1 | -30 | -7
N#Cc1cccc2cnccc12 | -1 | 91 | -1.8 | -5 | 0 | -2 | -1 | 2 | 20 | 6
CN1CCN(CCCNC(=O)c2ccc3c(=O)n(CCc4ccccc4)c(=O)[nH]c3c2)CC1 | 0 | 98 | -1.4 | 9 | 2 | 1 | -1 | 1 | 7 | 3
CN(C)c1nc(SCC#N)nc(N2CCOCC2)n1 | 3 | 102 | -0.6 | -1 | 1 | -10 | 1 | -3 | 1 | -2
Cc1ccc(C2(C)NC(=O)N(CC(=O)Nc3ccc(N4CCOCC4)cc3N3CCOCC3)C2=O)cc1 (centres undefined) | -4 | 102 | -1.7 | -3 | -6 | -7 | 8 | -2 | 12 | -3
Cc1csc(SCc2nnc(-c3ccccc3Br)o2)n1 | 1 | 104 | 0.3 | 0 | -7 | -15 | 6 | -10 | -47 | -9
O=C(C1CCN(c2nnc(-n3cccc3)s2)CC1)N1CCCCC1 | 6 | 86 | -2.5 | -10 | 1 | -12 | -1 | 0 | -16 | -1
COc1ccc(C2=NOC(CNC(=S)N3CCOCC3)C2)cc1 (centres undefined) | 22 | 93 | 1.4 | 1 | 6 | 6 | -3 | 2 | -23 | -3
O=C(c1ccc(Oc2cc(Cl)cc(Cl)c2)o1)N1CCCCC1 | 10 | 97 | -0.7 | 4 | -1 | -13 | -6 | -3 | -1 | -4
COc1ccc(OC)c(Nc2nc(-c3sc(C)nc3C)cs2)c1 | 6 | 93 | -2.1 | -4 | 2 | 11 | -8 | 3 | -45 | 7
CCCN1CCN(C(=O)Cn2cnc3sc(C)c(S(=O)(=O)N4CCC(C)CC4)c3c2=O)CC1 | -2 | 97 | -0.5 | 2 | 10 | 0 | 0 | -4 | 8 | -5
CCOC(=O)/C=C/C(=O)Nc1ccc(S(=O)(=O)Nc2c(C)cc(C)cc2C)cc1 | 12 | 96 | -0.2 | 11 | -6 | -12 | 5 | -4 | -3 | -28
CC(C)c1ccccc1NC(=O)C1CN(S(=O)(=O)c2ccccc2)CCN1S(=O)(=O)c1ccccc1 (centres undefined) | 18 | 98 | 0.8 | 3 | -5 | -5 | -2 | -4 | -12 | -1
COc1ccccc1OCCNC(=O)c1cccc(S(=O)(=O)NCc2ccccc2)c1 | 7 | 102 | -0.9 | -5 | -13 | -16 | -4 | 1 | 4 | -6
COc1ccc(NC(=O)c2cccs2)cc1 | 13 | 105 | 0.1 | -2 | 3 | 3 | -1 | -1 | -54 | -12
COc1ccc(OC)c(C2Nc3ccccc3NC3=C2C(=O)CC(C)(C)C3)c1 (centres undefined) | -1 | 92 | -1.1 | 3 | 8 | -3 | -1 | 1 | -3 | 5
CCN1CCN(c2ccc(S(=O)(=O)N3CCOCC3)cc2NC(=O)/C=C/c2cccc(OC)c2OC)CC1 | 3 | 94 | -3.1 | 2 | -6 | -8 | -1 | -2 | -14 | 16
Cc1nc(S(=O)(=O)N(C)Cc2ccccc2)c(C#N)c(C)c1Cl | 3 | 94 | 0.5 | 11 | -1 | 0 | 2 | -3 | -4 | -1
CCc1ccccc1N1CC23C=CC(O2)C(C(=O)OCC(C)C)C3C1=O (centres undefined) | 6 | 103 | 0.1 | 0 | 5 | -3 | 0 | -1 | -12 | 13
Cc1cccc(OC(=O)c2cccnc2)c1C | -3 | 99 | -1.2 | 0 | -11 | -12 | 0 | 1 | 0 | -1
O=C(c1ccccc1Cl)N1CCNCC1 | 10 | 102 | -1.1 | 4 | 1 | -1 | 3 | 0 | 4 | 10
OC(CN1CCOCC1)C12CC3CC(CC(C3)C1)C2 (centres undefined) | 4 | 94 | 1.5 | -3 | -3 | -8 | 3 | -1 | -16 | -2
COc1ccc(-c2n[nH]c(=S)n2/N=C/c2cccn2C)cc1 | 6 | 102 | -2.0 | -8 | -3 | -8 | 2 | -1 | -7 | 3
CCOC(=O)C1(CCOC)CCN(C(=O)c2sccc2C)CC1 | 4 | 102 | -2.4 | 2 | 3 | -11 | 12 | 0 | -25 | 6
CC(C(=O)N1CCN(C2c3ccccc3-c3ccccc32)CC1)N1C(=O)c2ccccc2C1=O (centres undefined) | 0 | 95 | 7.4 | -6 | 3 | -3 | 0 | -2 | 3 | 8
O=C(/C=N/NC(=O)c1ccc(Cl)cc1Cl)c1ccccc1 | 17 | 92 | 3.0 | -2 | -5 | -3 | 0 | -2 | -29 | -9
COc1ccc(Cl)cc1C(=O)NNC(=O)COC(=O)c1ccc(Br)o1 | 12 | 102 | -0.3 | -2 | 3 | -16 | 6 | 0 | -6 | -1
Cc1cn(C(=O)C(C)N2C(=O)c3ccccc3C2=O)c(C)n1 (centres undefined) | 2 | 100 | -0.2 | -2 | -10 | -12 | 1 | 0 | 5 | 1
Cc1cc(C(=O)COc2nncc3ccccc23)c(C)n1C | 8 | 92 | -2.6 | 0 | 9 | -5 | -2 | 1 | -40 | 14
O=C(O)c1cc(S(=O)(=O)N2CCCCC2)ccc1N1CCCCC1 | -2 | 94 | -2.4 | -18 | 0 | -8 | -3 | 1 | -19 | 8
COCCCNC(=O)c1cccc(NC(=O)c2ccccc2)c1 | -4 | 99 | -1.9 | 5 | -1 | -4 | -1 | 1 | 1 | -4
COC(=O)c1ccc2c(=O)n(CCCN3CCCC3=O)c(=S)[nH]c2c1 | -2 | 96 | -1.5 | 0 | 3 | -7 | -2 | 7 | -22 | -6
Cc1ccccc1NC(=O)c1c(C)cc(=O)oc1C | 4 | 99 | -2.0 | 3 | -11 | -3 | -2 | 2 | 2 | 1
Cc1ccc(N(CC2CO2)S(=O)(=O)c2ccc(C)cc2)cc1 (centres undefined) | 10 | 99 | -0.9 | 1 | -4 | -6 | -5 | 3 | 12 | -4
Cc1ccc(C(=O)OCC(=O)N2CC(C)CC(C)C2)cc1S(=O)(=O)N1CCOCC1 (centres undefined) | 4 | 97 | -2.6 | -4 | 6 | 5 | 3 | 1 | -16 | -2
CC1=C(C(=O)Nc2ccccc2)C(c2ccc(C(C)C)cc2)N2C(=O)CSC2=N1 (centres undefined) | 6 | 103 | 0.2 | -18 | 1 | 6 | -5 | 0 | -25 | 13
COCCNC(=O)c1cccc2c(-c3ccnn3C)coc12 | 0 | 98 | -0.2 | -4 | nt | -8 | -6 | 5 | -22 | 0
CCn1c2ccccc2c2cc(NC(=O)C(=O)NCC3CCCO3)ccc21 (centres undefined) | 9 | 97 | 0.6 | -2 | -1 | -12 | 3 | 5 | -1 | 0
CC(=O)Nc1ccc(N(C(=O)c2ccco2)C(C(=O)NC2CCCC2)c2ccc(N3CCOCC3)cc2)cc1 (centres undefined) | -1 | 103 | 0.5 | -1 | 6 | -6 | 3 | 0 | -22 | 2
COc1ccc(/C=N/Nc2nc(N3CCCC3)nc(N3CCCC3)n2)cc1 | 15 | 97 | -1.1 | -7 | 1 | 0 | -4 | -2 | -10 | 33
COC(=O)CCCn1cc(CN2CC(N3CCN(CCN(C)C)CC3)CS2(=O)=O)nn1 (centres undefined) | nt | 100 | nt | 2 | nt | -12 | -2 | nt | -7 | nt
CSc1ncc2ncn(C3OC(CO)C(O)C3O)c2n1 (centres undefined) | 22 | 97 | 0.4 | -6 | -11 | -4 | 3 | 1 | -6 | 4
Cc1cccc(OCCNC(=O)c2cccc(Oc3ccc(C(F)(F)F)cc3[N+](=O)[O-])c2)c1 | 10 | 98 | 1.9 | -9 | -1 | -6 | -8 | -1 | 8 | -4
Cc1ccnc(NS(=O)(=O)c2ccc(NC(=O)c3oc4ccccc4c3C)cc2)n1 | 14 | 109 | -2.7 | 3 | 4 | 7 | -2 | nt | -11 | 1
CC(C)c1ccc(N(CC(=O)NCCSC(C)(C)C)S(C)(=O)=O)cc1 | 3 | 95 | -0.4 | 3 | 3 | -3 | 11 | 0 | -39 | -2
Cc1ccc(-n2c(C)cc(C=C3C(=O)N(C)C(=O)N(C)C3=O)c2C)cc1 | 20 | 105 | -1.4 | 5 | 9 | -9 | 1 | 0 | -18 | 4
COc1cccc(OC)c1C(=O)N1CCN(S(=O)(=O)c2ccc(C)cc2)CC1 | 7 | 99 | -2.0 | 4 | 5 | -5 | 0 | -1 | -7 | -1
COc1ccc(N(CN2C(=O)c3ccccc3C2=O)C(=O)COc2ccc(Cl)cc2Cl)cc1 | 12 | 97 | 0.5 | 0 | 0 | 3 | -1 | -1 | -26 | 12
CCCCC(=O)NCCNc1nc2c(c(=O)n(C)c(=O)n2C)n1Cc1ccc(F)cc1 | 10 | 100 | -0.5 | 1 | -7 | -5 | -4 | 2 | -19 | 3

Bioassay records from PubChem BioAssay.

Only part of the results is shown; rates above refer to the full screens.
